Screening results (PubChem)
Pemphigus Ab inh – blocks pemphigus antibody binding to human desmoglein-3 | actives 0.48% (n = 310,000) | binding (percent of control), % at 10 µM | DSG3-coupled beads, scFv-anti-DSG3-GFP binding, flow cytometry; stronger effect = lower value | P32926;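 active = binding more than 3 SD below its plate's average and above zero; inconclusive = below that plate limit but binding exactly zero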;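 note: hits lower antibody fragment binding to DSG3; some compounds called inactive have numbers as strong as hits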
Target sequence (P32926 whole entry, looked up, the tested form may be a part): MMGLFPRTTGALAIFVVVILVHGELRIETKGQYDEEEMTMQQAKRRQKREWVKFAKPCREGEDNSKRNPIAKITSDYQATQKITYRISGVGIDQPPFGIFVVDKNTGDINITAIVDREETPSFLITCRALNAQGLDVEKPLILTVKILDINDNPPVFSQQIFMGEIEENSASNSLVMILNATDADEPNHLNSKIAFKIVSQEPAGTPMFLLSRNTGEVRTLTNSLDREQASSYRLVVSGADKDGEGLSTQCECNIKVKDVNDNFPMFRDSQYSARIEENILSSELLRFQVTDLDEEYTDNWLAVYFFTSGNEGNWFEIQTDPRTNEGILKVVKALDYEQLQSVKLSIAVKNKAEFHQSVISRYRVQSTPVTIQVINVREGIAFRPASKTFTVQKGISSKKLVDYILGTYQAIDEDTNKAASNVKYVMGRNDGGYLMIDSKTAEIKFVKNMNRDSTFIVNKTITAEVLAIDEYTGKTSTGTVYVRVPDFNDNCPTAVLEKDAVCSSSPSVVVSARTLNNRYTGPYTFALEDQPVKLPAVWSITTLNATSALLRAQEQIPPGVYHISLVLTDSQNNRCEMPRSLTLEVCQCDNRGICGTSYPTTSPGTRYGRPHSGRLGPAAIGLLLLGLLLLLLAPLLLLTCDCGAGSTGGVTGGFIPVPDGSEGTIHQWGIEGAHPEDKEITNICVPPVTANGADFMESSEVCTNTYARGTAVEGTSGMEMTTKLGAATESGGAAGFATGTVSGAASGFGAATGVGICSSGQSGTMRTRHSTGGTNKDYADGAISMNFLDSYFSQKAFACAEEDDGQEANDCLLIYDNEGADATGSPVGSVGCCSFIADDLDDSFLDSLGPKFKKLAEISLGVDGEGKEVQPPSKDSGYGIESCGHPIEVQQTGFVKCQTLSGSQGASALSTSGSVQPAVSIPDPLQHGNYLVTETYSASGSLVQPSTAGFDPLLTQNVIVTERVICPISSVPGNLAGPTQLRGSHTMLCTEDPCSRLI
CAL PDZ FP-1 – blocks peptide binding to the human CAL PDZ domain | Q9HD26 | purified CAL PDZ, TMR-peptide fluorescence polarization, 1 h | inhibition, % at 24.9 µM | actives 0.92% (n = 300,000) | AID 602252;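 active = mean inhibition of at least 30% with at least half of replicates also reaching 30%; inconclusive = no clear call, values can overlap the other calls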;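 note: 0% = DMSO neutral control and 100% = excess unlabeled competitor peptide PRC23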
V-ATPase pH – regulators of yeast V-ATPase proton transport; S. cerevisiae, pHLuorin cytosolic pH fluorescence; response, % at 10 µM; actives 0.37% (n = 350,000); in the data active = response mostly above about 7.3%, no sharp cut-off; inactive = mostly below about 5.4%; note: actives read high; inactives centre near 0; some compounds called inactive have numbers as strong as hits
Keap1 Nrf2 FP – disrupts human Keap1 binding to Nrf2 peptide; Keap1 Kelch-Nrf2 peptide fluorescence polarization, 1536-well; Q14145; actives 0.15% (n = 340,000); AID 504523; inhibition, % at 9.4 µM; in the data active = inhibition above about 12%; inconclusive = no clear call, values can overlap the other calls; inactive = below about 7.3%;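 note: human Keap1 Kelch domain with fluorescein labeled Nrf2 9mer peptide probe; 0% = neutral control wells and 100% = peptide positive control; higher means more block of Keap1 binding to Nrf2 peptide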
DAGLB inhibitor – blocks human DAGLB lipase activity. Q8NCG7. HEK293T DAGLB membrane lysate, EnzChek fluorogenic substrate. inhibition, % at 5.17 µM. actives 0.059% (n = 340,000). AID 504411; in the data active = inhibition above about 34%;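 note: 0% = enzyme with vehicle and 100% = wells lacking enzyme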
NSD2 HMT inh – blocks human histone methyltransferase NSD2; O96028; inhibition, % at 12.5 µM; actives 0.54% (n = 310,000); AID 743445; NSD2 peptide methylation, AlphaScreen, 120 min; in the data active = inhibition above about 50%
Arr AP2 block – human beta-arrestin and AP2 interaction inhibition | inhibition, % at 10 µM | actives 0.31% (n = 340,000) | AID 504490 | FITC-arrestin peptide / GST-AP2 beads, flow cytometry; AP2 beta2 appendage carries R879A mutation;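 active = inhibition above a set limit, near 3 SD of compounds lacking own fluorescence, cut at about 54% in these data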;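 note: plate controls were DMSO wells for no effect and 5 µM unlabelled arrestin peptide for full effect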
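system = GST-tagged AP2 beta2-adaptin appendage (R879A) on 4 µm glutathione beads | reagent = FITC-labelled arrestin peptide probe, 50 nM final | schedule = compound with beads 12 min RT, then probe 1 h RT | signal = HyperCyt-sampled flow cytometry, FL1 channel, ex 488/em 535 nm | read-out = percent response from loss of bead-bound FITC fluorescence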
Cardiac RTF inh – cardiac RTF calcium desensitization | P19429+P45379 | IANBD-labeled cardiac RTF, Ca2+ fluorescence | inhibition, % at 7.15 µM | actives 0.12% (n = 340,000);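 active = inhibition above the mean inhibition of all tested compounds plus 3 SD, cut at about 17% in these data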;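 note: assay run at fixed EC70 calcium of 1.6 mM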
C-LANA FP – KSHV C-LANA DNA binding inhibition | MBP-C-LANA/FAM-LBS DNA binding, fluorescence polarization | inhibition, % at 9 µM | actives 0.078% (n = 340,000);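 active = highest replicate inhibition at or above 60% at 9 µM, even if other replicates fall short; inactive = all replicates below 60% inhibition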;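 note: 0% = neutral control wells and 100% = 4 µM acridine orange control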
CAL PDZ FP-2 – human CAL PDZ-peptide interaction inhibition; Q9HD26; purified CAL PDZ, TMR-peptide fluorescence polarization, 1 h; inhibition, % at 20 µM; actives 0.02% (n = 330,000); AID 504414;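 active = highest replicate inhibition of at least 40%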;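 note: plate controls were DMSO neutral control wells for no effect and unlabeled competitor peptide control wells for full effect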
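Test system: purified CerCALP PDZ construct; Compound dosing: one concentration, 20 µM compound; Also added: TMR-labelled reporter peptide T*-PRC34 bound in PDZ groove; Read-out: inhibition from polarization loss; Controls: unlabelled peptide and DMSO controls; Signal: FP readout, S and P plane fluorescence; Incubation: 1 h at RT.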
* marks the source's active call; other numbers are inactive results; ? = inconclusive; . = not tested or not shown.

Compound	Pemphigus Ab inh	CAL PDZ FP-1	V-ATPase pH	Keap1 Nrf2 FP	DAGLB inhibitor	NSD2 HMT inh	Arr AP2 block	Cardiac RTF inh	C-LANA FP	CAL PDZ FP-2
O=C(COC(=O)CCc1nc2ccccc2c(=O)[nH]1)Nc1ccc(Cl)cn1	99	-4	0	-5	2	.	-14	-12	-0.7	-3.0
O=C(CCC(=O)N1CCN(S(=O)(=O)c2ccccc2)CC1)NC1CCCc2ccccc21 (configuration not stated)	114	-5	1	0	1	-2	2	-8	-2.7	-2.9
CCOc1cc(CN2CCN(C(=O)c3cccc4ccccc34)CC2)ccc1OC	115	-1	0	-3	0	-2	0	-2	-3.9	-0.6
Cc1ccc(S(=O)(=O)N2CCCC(NC(=O)N3CCN(c4ccccc4)CC3)C2)cc1 (configuration not stated)	93	-3	14	-4	2	-2	-2	0	0.4	-1.2
CC1(C)CC(=O)C(C2C3=C(CC(C)(C)CC3=O)Oc3ccccc32)C(=O)C1 (configuration not stated)	.	-3	4	-1	-1	0	4	2	0.0	-0.6
CCOC(=O)c1c(C)c(C(=O)NCCCOC)c(C)n1C	97	-4	2	-2	-3	1	2	-20	-3.0	-0.3
CC(=O)Nc1ccc(NC(=O)c2ccccc2N(C)S(C)(=O)=O)cc1	100	-1	1	-5	-1	24	0	0	-2.5	-0.9
CC(NC(=O)COC(=O)/C=C/c1ccc2c(c1)OCO2)c1ccccc1 (configuration not stated)	98	2	-2	-4	-2	-1	-4	3	1.2	-0.5
COc1ccc(NC(=O)NNC(=O)c2ccc3ccccc3c2O)c(OC)c1	104	8	1	-1	1	16	-3	-4	-0.8	2.3
COc1ccccc1N1CCN(C(=O)c2cc3cc(Cl)ccc3[nH]2)CC1	104	-1	9	-1	-1	2	46	-11	1.6	-0.7
COC(=O)CNC(c1ccccc1Cl)c1cc(Br)ccc1NS(=O)(=O)c1ccc(C)cc1 (configuration not stated)	110	-1	3	0	-10	-2	3	5	1.0	-2.7
O=C(c1ccccc1)N1CCCOC1c1ccccc1 (configuration not stated)	97	-1	6	3	2	.	17	-2	-0.4	-0.5
O=C(CNc1cccc(S(=O)(=O)N2CCCC2)c1)Nc1cccc(C(F)(F)F)c1	108	-4	1	-6	-5	0	-10	-7	-0.2	-2.5
Cc1ccc(S(=O)(=O)c2cnc3cc(C)nn3c2N)cc1	.	8	9	-4	1	-4	16	-3	-3.8	-2.6
Cc1nc(Cc2nnc(SCC(=O)Nc3c(C)cccc3C)o2)cs1	92	.	-1	-1	-3	0	-2	-18	0.4	-0.3
Cc1noc(C)c1S(=O)(=O)Nc1ccc(C(=O)N2CCN(c3cccc(Cl)c3)CC2)cc1	105	-1	-1	0	4	3	-49	-6	1.0	-2.7
N#CCCn1c(C2CCCCC2)nc2ccccc21	108	-2	-2	0	-6	-3	-9	-2	0.3	.
CCN(CC)S(=O)(=O)c1ccc(OC)c(NC(=O)c2ccc(-n3cncn3)c([N+](=O)[O-])c2)c1	103	-2	-6	-2	2	0	-1	-7	1.4	-3.1
CC(=O)Nc1ccc(S(=O)(=O)NCCc2cc3ccc(C)c(C)c3[nH]c2=O)cc1	109	-1	-1	?	3	-2	3	-5	0.4	-3.0
CC(=O)Nc1ccc(S(=O)(=O)N/N=C/c2ccc(C)o2)cc1	.	-2	2	-3	-3	3	9	-1	-1.8	-2.7
O=C(NCc1ccco1)C1CC(c2cccc([N+](=O)[O-])c2)=NO1 (configuration not stated)	106	0	0	-4	-1	.	11	-1	-1.0	-1.1
Cc1c(Cl)c([N+](=O)[O-])nn1Cc1ccc(C(=O)N/N=C\c2ccccn2)o1	122	-6	-1	-2	1	-8	3	2	-0.9	-3.8
O=C(NC(=S)Nc1ccccc1O)c1ccc(-c2ccc(Cl)cc2)o1	118	-1	-7	2	-3	0	-1	-10	0.3	-0.3
CCC(=O)N1CCc2cc(S(=O)(=O)N3CCN(c4cc(Cl)ccc4C)CC3)ccc21	102	-3	1	-3	-1	12	0	0	-0.5	-0.1
Cc1ccc(C2(C)NC(=O)N(CC(=O)N3c4ccccc4NC(=O)CC3C)C2=O)cc1 (configuration not stated)	83	-2	3	-7	-1	0	3	1	-0.9	0.0
Clc1ccc(-c2nnc(NCCN3CCCC3)c3ccccc23)cc1	98	5	1	-4	2	4	-1	-9	-0.7	-4.6
Fc1cccc(C[n+]2csc3ccccc32)c1	104	.	-3	-2	-4	.	22	-2	-0.2	-2.9
Cc1cccc(NC(=O)CN2CCN(CC(=O)NCc3ccc(Cl)cc3Cl)CC2)c1C	102	0	3	-2	0	-2	0	-14	0.3	-2.9
N#CCO/N=C(\c1ccccc1)c1ccncc1	102	5	2	-7	3	4	4	4	0.5	0.0
CCC(C)[C@H](NC(=O)[C@@H]1CSC2c3ccccc3C(=O)N21)C(=O)NCc1ccncc1 (some centres not stated)	101	-2	1	-7	1	-1	11	3	-1.6	-2.1

Reprinted at random: 3 compounds from above, in no set order.
Compound	Pemphigus Ab inh	CAL PDZ FP-1	V-ATPase pH	Keap1 Nrf2 FP	DAGLB inhibitor	NSD2 HMT inh	Arr AP2 block	Cardiac RTF inh	C-LANA FP	CAL PDZ FP-2
CC(=O)Nc1ccc(S(=O)(=O)N/N=C/c2ccc(C)o2)cc1	.	-2	2	-3	-3	3	9	-1	-1.8	-2.7
Cc1cccc(NC(=O)CN2CCN(CC(=O)NCc3ccc(Cl)cc3Cl)CC2)c1C	102	0	3	-2	0	-2	0	-14	0.3	-2.9
Cc1nc(Cc2nnc(SCC(=O)Nc3c(C)cccc3C)o2)cs1	92	.	-1	-1	-3	0	-2	-18	0.4	-0.3

Following part
Compound	Pemphigus Ab inh	CAL PDZ FP-1	V-ATPase pH	Keap1 Nrf2 FP	DAGLB inhibitor	NSD2 HMT inh	Arr AP2 block	Cardiac RTF inh	C-LANA FP	CAL PDZ FP-2
CN(C)/C=C/C(=O)c1ccc(Oc2ncccn2)cc1	102	-5	-1	1	2	-7	6	4	0.8	-3.9
O=C(C1CCCO1)N1CCN(C(=S)Nc2ccccc2)CC1 (configuration not stated)	98	0	0	3	0	-2	5	-2	0.7	-0.3
CCN1CCN(C2CCCCC2NS(=O)(=O)c2ccccc2)CC1 (configuration not stated)	101	.	-1	-2	0	3	2	9	-1.5	-0.5
CC(=O)c1cccc(NS(=O)(=O)c2ccc(N/C=C\C(=O)c3ccc(C)cc3)cc2)c1	106	0	0	1	-1	-1	-8	3	-0.6	-1.1
NS(=O)(=O)c1ccc(NC(=O)COC(=O)CSCc2ccc(F)cc2)cc1	96	-4	0	-2	0	1	5	-3	0.5	-1.4
Cc1c(CCC(=O)NCCCn2ccnc2)c(=O)oc2c(C)c3occ(C(C)(C)C)c3cc12	.	-12	5	3	1	12	41	-2	-0.9	-4.2
O=S1(=O)Cc2cc3ccccc3cc2C1	101	3	-1	3	0	-7	2	-11	-0.5	-0.4
Cc1ccc(S(=O)(=O)NCC(=O)OCC(=O)N(C)C2CCCCC2)cc1	.	-2	-2	-4	-1	1	-7	-4	-0.9	-1.2
O=C(CS(=O)c1ccc(C(F)(F)F)cc1[N+](=O)[O-])Oc1ccccc1 (configuration not stated)	108	-1	-3	-3	-11	1	2	-6	-0.3	-3.8
COc1ccc(C2=NN(C(=O)c3ccccc3)C(c3ccccc3)C2)c(O)c1 (configuration not stated)	90	1	0	7	-4	3	19	-12	1.1	-1.5
COc1c(F)cccc1C1=CC(=O)C[C@H](c2ccc3c(c2)OCO3)C1	97	2	0	-1	-9	.	10	-9	0.6	-1.3
COc1ccc(NC(=O)c2nc[nH]c2C(=O)Nc2ccccc2C)cc1	92	-3	-3	-3	-3	0	0	3	-0.6	-2.5
Cc1ccc(CSc2nnnn2C)cc1	103	1	6	3	-2	3	5	-2	-1.4	1.4
COc1ccc(-n2c3c(cc(C(=O)N4CCN(CCO)CC4)c2=O)C(=O)CC(C)(C)C3)cc1	95	-1	-1	-5	-3	1	-9	-1	1.8	-3.1
Cc1cccc(Cc2cnc(NC(=O)C3=NCCN3)s2)c1	114	1	-1	-1	3	-2	20	-11	-0.2	-1.5
COC(=O)C1=CN(c2ccc(F)cc2)C=C(C(=O)OC)C1c1ccc([N+](=O)[O-])cc1	110	-14	-4	-1	-3	7	38	-6	1.5	0.0
CC1CCCC(n2cnc3cc(C(=O)O)ccc32)C1C (configuration not stated)	95	-4	1	1	2	-1	5	-1	-0.5	1.4
CCN1CCN(c2cc(C)c3cc(NC(=S)NCCCN4CCc5ccccc5C4)ccc3n2)CC1	97	-4	-3	3	4	26	-1	-5	-2.6	1.1
Cc1ccc2nc(NC(=O)c3ccc4ncsc4c3)sc2c1	-6.3*	.	-4	-2	3	.	4	-6	-1.1	-1.6
S=C(CSc1ccccc1)Nc1cccc2ccccc12	101	.	1	.	-5	-2	.	.	.	.
CN(c1ccccc1)S(=O)(=O)c1cccc(NC(=O)COc2ccccc2)c1	107	-6	1	0	-4	-1	1	-7	1.2	-1.6
O=C(O)C(c1ccccc1)N1C(=O)c2cccc3cccc(c23)C1=O (configuration not stated)	116	-4	-1	-3	0	1	-2	4	-0.4	-0.4
COC(=O)c1ccc(N=NNc2ccccc2)cc1	113	-6	-2	0	-7	-2	20	-2	-1.8	-1.0
COc1cccc(/C=C2\SC(=O)NC2=O)c1OCc1ccc(C(=O)O)cc1	101	-4	1	2	4	-1	4	-19	-0.5	0.2
Cc1cccc(NC(=O)CSCC(=O)Nc2ccc(S(=O)(=O)N3CCCC3)cc2)c1	98	.	3	0	-1	-3	19	3	-0.2	-1.3
O=C(C1=C[C@@H](c2coc3ccccc3c2=O)C[C@@H](OCCCCO)O1)N1CCN(Cc2ccccc2)CC1	101	-2	0	5	0	.	2	-4	-5.0	-3.5
CCCn1c(O)c(N=NC(=O)CNC(=O)c2cccnc2)c2ccccc21	102	2	-2	-2	1	3	-12	0	-0.3	-1.9
CC(C)C(C)NC(=O)COc1ccc([N+](=O)[O-])cc1Cl (configuration not stated)	98	11	2	1	-1	-1	7	8	-0.6	-0.2
COc1ccc(-c2[nH]ncc2CN(C)Cc2ccccn2)c(OC)c1	.	.	0	1	1	2	18	-3	0.3	-2.5
COc1cc(/C=C2\SC(=S)N(NS(=O)(=O)c3ccccc3)C2=O)cc(OC)c1OC	97	-5	-6	-1	5	9	36	0	-0.1	-2.7
O=C(NC(=S)N1CCCc2ccccc21)c1ccco1	92	21	1	-3	0	-2	1	-10	0.8	-1.3

An excerpt; count on the stated rates, not on these rows.
